# Source: PubChem BioAssay (several laboratories)
# PLAP inhibitors HTS = PLAP enzyme inhibitors, biochemical, luminescence, HTS (AID 690) | Alkaline phosphatase, placental type (Homo sapiens) | purified PLAP, luminescent substrate; higher % means a stronger effect | inhibition, % at 20 µM; hits with a dose series show IC50 in µM | hit rate 0.08% among 96,000; in the data active = a potency from the dose series; inactive = the rest, 99 in 100 with inhibition below about 30%; note: strong numbers were not always called active
# NFkB transloc pot = enhancers of NFkB p65 translocation in HUVEC – imaging, IL-1B stimulus, high-content imaging, primary screen | activation, % at 2 µM | hit rate 0.3% among 94,000 | HUVEC IL-1B NFkB p65 nuclear translocation imaging;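 active = activation above 40%, about the mean plus 3 SD, also judged a hit on visual image review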;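 note: percent activation is computed from the nuclear over cytoplasmic p65 intensity ratio; values of inactives mirror those of a sister screen read the other way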
# NFkB transloc inh = inhibitors of IL-1B driven NFkB p65 nuclear import, primary screen, imaging, HUVEC, IL-1B stimulus, high-content imaging; HUVEC IL-1B NFkB p65 nuclear translocation imaging; inhibition, % at 2 µM; hit rate 0.43% among 94,000; AID 796, 2007;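 active = inhibition above about 30% together with a positive call from visual inspection of the well image, limit read from the data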;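 note: nuclear over cytoplasmic p65 intensity ratio measured by imaging; 0% = IL-1B stimulated DMSO wells and 100% = unstimulated DMSO wells; values of inactives mirror those of a sister screen read the other way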
# Bcl-B TR3 displacers = displacers of TR3 peptide from Bcl-B, primary screen, selectivity assay for Bfl-1 inhibitor project, biochemical, fluorescence polarization; Bcl-2-like protein 10 (Homo sapiens); FP displacement of FITC-TR3 peptide from Bcl-B; higher % means a stronger effect; displacement, % at 20 µM, or IC50 in µM where a hit was titrated; hit rate 0.11% among 96,000;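 active = displacement above 50% at 20 µM plus a fluorescence interference ratio under 1.5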;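 note: plate controls were wells without compound for no effect and wells lacking Bcl-B protein for full effect; a part of the inactive calls stands beside numbers as strong as those of hits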
# MRP reversal = reversal of MRP1-mediated doxorubicin resistance, primary screen, H69AR cells, doxorubicin co-treatment; differential viability (reversal), % at 10 µM; hit rate 0.04% among 85,000; H69AR cells + 2 uM doxorubicin, CellTiter-Glo, 72 h;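 active = viability drop by adding the cancer drug above about 55%, with treated viability meeting a 40% cutoff, limit read from the data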;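 note: viability without doxorubicin minus viability with 2 µM doxorubicin for each compound; larger differential means the compound sensitizes cells more to doxorubicin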
# MRP reversal cytotoxicity = second read-out of MRP reversal, no call of its own (marks repeat the call); viability, %; H69AR cells, CellTiter-Glo, 72 h; measured here: cytotoxicity without doxorubicin
# MRP reversal with doxorubicin = further read-out of MRP reversal, marked with its call; viability, %; measured here: viability with 2 uM doxorubicin; hits give low values
# NFkB transloc inh cell count 2 µM = second read-out of NFkB transloc inh, no call of its own (marks repeat the call); cell count; measured here: cells passing quality filter;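 raw number of nuclei counted in each imaged well without normalization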
# NFkB transloc pot cell count 2 µM = second read-out of NFkB transloc pot, no call of its own (marks repeat the call); cell count; measured here: cells passing quality filter
# * hit, by the source's call; . = no result given.
# Screens in order: PLAP inhibitors HTS	NFkB transloc pot	NFkB transloc pot cell count 2 µM	NFkB transloc inh	NFkB transloc inh cell count 2 µM	Bcl-B TR3 displacers	MRP reversal	MRP reversal cytotoxicity	MRP reversal with doxorubicin
Cc1ccc(C(=O)N2CCN(c3ccc(NC(=O)c4ccc(Br)o4)cc3)CC2)cc1
  -28%	-4	142	4	142	6%	-2	97	99
COc1ccc(NC(=O)COc2ccccc2)c(OC)c1
  1%	13	147	-13	147	-3%	31	101	69
COc1ccc(OC(C)C(=O)NCc2cccnc2)cc1 (configuration not stated)
  12%	-13	9	13	9	5%	2	104	102
Cn1c2c(c(=O)n(C)c1=O)CN(CCCN1CCOCC1)CN2
  -7%	2	102	-2	102	-5%	1	90	89
O=C(COC(=O)CNC(=O)C12CC3CC(CC(C3)C1)C2)Nc1ccccc1
  -44%	38	191	-38	191	2%	.	.	.
O=c1c2cnn(-c3ccccc3)c2nnn1Cc1ccccn1
  3%	-8	90	8	90	-10%	-7	87	94
CCn1cc(CNC(=O)/C=C/c2ccc([N+](=O)[O-])cc2)c(C)n1
  12%	2	133	-2	133	3%	.	.	.
c1cncc(-c2nnc3n2N=C(c2cccs2)CS3)c1
  18%	0	119	0	119	-2%	-8	79	87
NC(=O)CSc1nc2ccccc2n1-c1ccccc1
  .	3	136	-3	136	.	-2	90	92
COc1ccc(/C=C/C(=O)c2ccccc2)cc1COc1ccc(F)cc1
  3%	15	139	-15	139	-7%	.	.	.
CCc1ccc2c(c1)/C(=C/C(=O)c1cccs1)C(=O)N2
  26%	0	148	0	148	2%	0	2	2
O=C(Nc1ccccc1)O/N=C1\CCCCC1c1ccc([N+](=O)[O-])cc1[N+](=O)[O-] (configuration not stated)
  23%	-7	151	7	151	3%	.	.	.
FC(F)(F)c1ccc2nnc(-c3c(Cl)cccc3Cl)n2c1
  0%	-6	160	6	160	-4%	-12	91	103
C=CCC(C#Cc1ccccc1)N(C)C (configuration not stated)
  -34%	-4	175	4	175	-7%	9	92	84
O=C(N/N=C/c1cccnc1)C1CCCN(S(=O)(=O)c2ccccc2)C1 (configuration not stated)
  12%	13	139	-13	139	0%	.	.	.

# Profiles, quoted from the list. Order of values: PLAP inhibitors HTS, NFkB transloc pot, NFkB transloc pot cell count 2 µM, NFkB transloc inh, NFkB transloc inh cell count 2 µM, Bcl-B TR3 displacers, MRP reversal, MRP reversal cytotoxicity, MRP reversal with doxorubicin
# Profile of `COc1ccc(OC(C)C(=O)NCc2cccnc2)cc1` (configuration not stated) = 12%, -13, 9, 13, 9, 5%, 2, 104, 102
# Profile of `Cn1c2c(c(=O)n(C)c1=O)CN(CCCN1CCOCC1)CN2` = -7%, 2, 102, -2, 102, -5%, 1, 90, 89
# Profile of `O=C(Nc1ccccc1)O/N=C1\CCCCC1c1ccc([N+](=O)[O-])cc1[N+](=O)[O-]` (configuration not stated) = 23%, -7, 151, 7, 151, 3%, ., ., .

# Further records:
# Screens in order: PLAP inhibitors HTS	NFkB transloc pot	NFkB transloc pot cell count 2 µM	NFkB transloc inh	NFkB transloc inh cell count 2 µM	Bcl-B TR3 displacers	MRP reversal	MRP reversal cytotoxicity	MRP reversal with doxorubicin
COc1ccc(C2/C(=C(/O)c3ccccc3)C(=O)C(=O)N2CCN2CCOCC2)c(OC)c1 (configuration not stated)
  -3%	.	.	.	.	-6%	4	98	94
Cc1c(NC(=O)c2cnn3c2NC(c2ccc(Br)cc2)CC3C(F)(F)F)c(=O)n(-c2ccccc2)n1C (configuration not stated)
  .	1	165	-1	165	.	11	85	74
O=C(NCC(=O)N1CCCCC1)c1ccc(Cl)cc1Cl
  -28%	-7	133	7	133	8%	.	.	.
COc1cc(Cl)c(C)cc1NC(=O)CSc1nc2ccccc2o1
  3%	9	119	-9	119	-8%	.	.	.
O=C1CC(=O)N(Cc2ccco2)C(=S)N1
  -1%	-32	53	32*	53*	24%	6	91	84
CCC(C)N1C(=O)/C(=C/c2c(NCCCOC(C)C)nc3c(C)cccn3c2=O)SC1=S (configuration not stated)
  22%	6	156	-6	156	-91%	-13	80	93
CCOCC(O)CSCc1ccc(Cl)cc1 (configuration not stated)
  -5%	12	83	-12	83	10%	5	98	93
COc1ccc(NC(=O)C(C/C=C(/C)Cl)C(C)=O)cc1 (configuration not stated)
  .	-10	99	10	99	.	5	92	87
O=C(CSc1nnc(SCc2cccc3ccccc23)s1)c1ccc2c(c1)OCO2
  -1%	-4	159	-10	129	8%	.	.	.
Cc1[nH]c2ccccc2c1C1=CN2CCS(=O)(=O)N=C2S1
  -4%	15	161	-15	161	9%	10	98	87
CCc1cccc2c(C=C(C#N)C#N)cn(CC(=O)N3CCCCC3)c12
  14%	-5	191	5	191	-4%	.	.	.
CC1(C)CC(C#N)(N2CCOCC2)CCO1 (configuration not stated)
  -2%	14	136	-14	136	-6%	5	95	90
CCc1cc2c(CN3CCN(CC)CC3)cc(=O)oc2cc1O
  -43%	5	89	-5	89	12%	-15	72	87
CC1(C)CC(NC(=O)C23CCC(C)(/C(=N/O)C2)C3(C)C)CC(C)(C)N1 (configuration not stated)
  -12%	-4	108	4	108	5%	-2	95	98
CCOC(=O)c1ccc(Nc2ncnc3ccc(C)cc23)cc1
  8%	10	120	-10	120	-5%	5	84	80

# Sorted by molecular weight (highest first): some entries from above
# Screens in order: PLAP inhibitors HTS	NFkB transloc pot	NFkB transloc pot cell count 2 µM	NFkB transloc inh	NFkB transloc inh cell count 2 µM	Bcl-B TR3 displacers	MRP reversal	MRP reversal cytotoxicity	MRP reversal with doxorubicin
Cc1c(NC(=O)c2cnn3c2NC(c2ccc(Br)cc2)CC3C(F)(F)F)c(=O)n(-c2ccccc2)n1C (configuration not stated)
  .	1	165	-1	165	.	11	85	74
Cc1ccc(C(=O)N2CCN(c3ccc(NC(=O)c4ccc(Br)o4)cc3)CC2)cc1
  -28%	-4	142	4	142	6%	-2	97	99
CCc1cccc2c(C=C(C#N)C#N)cn(CC(=O)N3CCCCC3)c12
  14%	-5	191	5	191	-4%	.	.	.
FC(F)(F)c1ccc2nnc(-c3c(Cl)cccc3Cl)n2c1
  0%	-6	160	6	160	-4%	-12	91	103
CCOCC(O)CSCc1ccc(Cl)cc1 (configuration not stated)
  -5%	12	83	-12	83	10%	5	98	93

# New compounds follow:
# Screens in order: PLAP inhibitors HTS	NFkB transloc pot	NFkB transloc pot cell count 2 µM	NFkB transloc inh	NFkB transloc inh cell count 2 µM	Bcl-B TR3 displacers	MRP reversal	MRP reversal cytotoxicity	MRP reversal with doxorubicin
CCOC(=O)N1CCN(C(=O)c2cc(-c3ccc(F)cc3)[nH]c2C)CC1
  -34%	.	.	.	.	1%	15	93	79
O=C(CN1C(=O)NC2(CCCc3ccccc32)C1=O)NCc1ccco1 (configuration not stated)
  6%	-4	117	4	117	4%	2	102	100
COC(=O)C(CCSC)NC(=O)C12CC3CC(CC(C3)C1)C2 (configuration not stated)
  10%	2	162	-2	162	-1%	35	97	62
CCCC(=O)Nc1ccc(Cl)c(NC(=O)c2cccnc2Cl)c1
  -10%	3	142	-2	142	-11%	-5	85	90
CCc1ccc(C(C)NC(=O)Cn2cnc3c(=O)n(C)c(=O)n(C)c32)cc1 (configuration not stated)
  .	-3	168	3	168	.	7	91	83
Cc1ccccc1NS(=O)(=O)c1ccc2[nH]cc(C(=O)N(C)Cc3ccco3)c(=O)c2c1
  -16%	-2	154	2	154	-4%	.	.	.
CCN(Cc1ccccc1)C(c1cccc(C#N)c1)c1nnnn1C(C)(C)C (configuration not stated)
  -46%	16	141	-16	141	2%	-9	74	82
Cc1ccc(OCCn2ccc(=O)[nH]c2=O)cc1C
  2%	-12	80	12	80	6%	20	108	88
CCN(CC)CCN1C(=O)C(O)=C(C(=O)c2cc3ccccc3o2)C1c1cccnc1 (configuration not stated)
  -22%	4	111	-4	111	-5%	-8	91	99
COc1ccc(-c2csc(N3CCOCC3)n2)cc1OC
  -54%	22	149	-22	149	-4%	9	83	74
Cc1nnc(N)nc1C
  -25%	-15	202	15	202	-2%	.	.	.
CCOc1ccc2nc(NC(=O)CSc3nc4c(c(=O)n(C)c(=O)n4C)n3CC)sc2c1
  -26%	.	.	.	.	8%	-25	15	40
COC(=O)CSc1nc2cc(OC)ccc2cc1C#N
  0%	30	172	-30	172	-3%	-5	75	79
N#Cc1ccc(-c2csc(NNC(=O)c3ccc(Br)cc3)n2)cc1
  -14%	-13	98	12	98	-6%	.	.	.
Cn1c(=O)c(=O)n(C)c2cc(S(=O)(=O)N3CCN(c4cccc(C(F)(F)F)c4)CC3)ccc21
  23%	3	143	-3	143	1%	8	84	76
COc1cc(C2CC(=O)N(CC(=O)NCc3ccco3)c3ccccc3S2)cc(OC)c1OC (configuration not stated)
  -45%	-8	63	8	63	-6%	25	65	40
CC1CCc2nc(NC(=O)CN3CCN(Cc4ccc5c(c4)OCO5)CC3)sc2C1 (configuration not stated)
  -58%	19	105	-19	105	-10%	0	68	68
CCCCN(CC)C(=O)c1ccc(Cl)c(Cl)c1
  -19%	12	133	-12	133	-6%	4	87	83
O=S1(=O)CCN2C=Nc3sc4c(c3C2=N1)CCCC4
  -14%	11	163	-11	163	2%	-5	100	105
CCc1cc2c(Sc3nc4ccccc4s3)ncnc2s1
  -4%	35	117	-35	117	-11%	.	.	.
COc1ccc(OC)c(CCNC(=O)Cn2sc3nc(C)cc(C)c3c2=O)c1
  -4%	2	136	-2	136	-22%	0	0	0
CN(C)/C=C(/C(=O)c1ccc(Cl)cc1)S(=O)(=O)c1ccc(Cl)cc1
  1%	2	148	-2	148	-5%	.	.	.
Cc1ccc(C(=O)C(OC(=O)COc2ccccc2C)c2ccccc2)cc1 (configuration not stated)
  3%	3	211	-3	211	-3%	.	.	.
Cc1oc(C)c(C(=O)Nc2ccc(CC(=O)O)cc2)c1C(=O)Nc1ccc(CC(=O)O)cc1
  -22%	5	118	-5	118	-2%	11	104	93
Clc1ccc(-n2ncc3c(NCCN4CCOCC4)ncnc32)cc1
  -10%	0	123	0	123	-12%	.	.	.
Cc1ccc(-c2nnc(-c3ccc(NC(=O)c4ccco4)cc3)o2)cc1
  -46%	2	115	-2	115	-4%	0	37	36
CC(C)(C)C(=O)NC(=C(Cl)Cl)P(=O)(O)O
  10%	9	179	-9	179	-10%	.	.	.
CC(NC(=O)CN(C1CCCCC1)S(C)(=O)=O)c1ccccc1 (configuration not stated)
  .	21	123	-20	123	.	0	98	98
COC(=O)N1CC(=O)N(OC)C1c1ccc(Cl)cc1Cl (configuration not stated)
  -6%	14	120	-14	120	0%	.	.	.
Cc1ccc(NC(=O)CN(Cc2ccccc2)S(C)(=O)=O)cc1C
  15%	17	184	-17	184	-2%	12	87	75
CCC(C)OC(=O)C1=C(C)NC(=O)NC1c1ccc(F)cc1 (configuration not stated)
  11%	0	125	0	125	15%	7	108	101
CCN(C1CCCCC1)S(=O)(=O)c1ccc(S(=O)(=O)N2CCN(CCC#N)CC2)cc1
  -35%	11	87	-11	87	-3%	9	86	78
O=C(c1csc2c1CCCC2)N1CCN(c2ccc(F)cc2)CC1
  .	-3	75	3	75	.	35	91	56

# A portion of the library; count on the stated rates, not on these rows.
